Insulin prom up – MIN6 insulin promoter up-regulation; MIN6 insulin promoter-GFP reporter, high-content imaging; hits give high values; z-score at 5 µM; actives 0.3% (n = 190,000); AID 1625;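 active means z-score above 3 at 5 µM with at least 500 cells counted in the well; inconclusive means wells under 500 cells, flagged as cytotoxic or low count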
M17LAP inhibition – P. falciparum M17LAP inhibitors, primary screen, biochemical, fluorogenic H-Leu-NHMec substrate, 1536-well (AID 1619). recombinant M17LAP, H-Leu-NHMec fluorogenic kinetic assay; higher % means a stronger effect. inhibition, % at 30 µM, or IC50 in µM where a hit was titrated. actives 0.38% (n = 220,000);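 active means compound inhibiting the enzyme by more than half at any dose during confirmatory dose-response retesting; inconclusive means strong single-dose inhibitors picked by rank but not retested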;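 further: plate controls were full reaction with DMSO carrier for no effect and no enzyme background for full effect; strong numbers were not always called active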
NOD1 inhibition – inhibition of NOD1-driven NF-kB reporter – cell-based, luminescence, uHTS, primary screen (AID 1578); one-dose inhibition, % at 4 µM; EC50 in µM for titrated hits; NOD1-driven NF-kB luciferase reporter cells, luminescence; higher % means a stronger effect; actives 1% (n = 290,000); in the data active means inhibition mostly above about 36%, no sharp cut-off; inactive means mostly below about 34%;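 further: HEK-293T reporter cells stimulated with the NOD1 agonist gamma-tri-DAP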
Dynein cargo inh – blocks dynein driven cargo transport along microtubules | 3617.4 mouse cells, GR-EGFP nuclear translocation imaging; test concentration mostly 20 µM; stimulated with dexamethasone, 1 µM; hits give low values | z-score, hits read low | actives 0.47% (n = 220,000) | AID 1381;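 active means plate z-score of nuclear minus cytoplasmic receptor signal below a set negative limit, without overly bright fluorescence or cell loss, cut at about -3.5 in these data, passing the limit was not always enough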;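 further: z-score of nuclear minus cytoplasmic ring GR-EGFP intensity difference per well; some compounds called inactive have numbers as strong as hits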
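Buffer or medium: tet-free medium with charcoal-stripped serum / Also added: dexamethasone agonist, 1.0 µM final, for 30 min / Timing: induction 48 h, compound 1 h, agonist 30 min / Measured by: high-content fluorescence imaging after fixation / Read-out: nuclear-to-cytoplasmic GR-EGFP distribution per well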
bCat nuc transl – alters nuclear translocation of beta-catenin in HeLa cells | actives 0.3% (n = 190,000) | nuclear translocation activity, % at 5 µM | immunofluorescence imaging;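 active means nuclear translocation activity above 50% at 5 µM, with a well cell count of 50 or more; inconclusive means wells under 50 cells across six images, flagged as toxic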;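 further: per-cell ratio of nuclear to cytoplasmic median beta-catenin stain intensity; plate controls were DMSO negative control for no effect and GSK-3 inhibitor IX positive control for full effect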
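Test system: human HeLa cells, native beta-catenin. Compound dosing: 5 µM primary single dose, 0.1% DMSO, 0.02–20 µM confirmation series. Incubation: compound exposure 24 h at 37°C. Detection: beta-catenin immunostaining with DAPI counterstain, 20x imaging, 6 fields/well. Read-out basis: Nuclear/cytoplasmic beta-catenin signal ratio, % activation.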
MT stabilize HCS – stabilizes microtubules in HeLa cells; % tubulin-high responders, % at 10 µM; HeLa tubulin immunostaining HCS, 24 h; share of cells brighter than vehicle mean+2SD; actives 0.83% (n = 200,000);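 active means plate Z-score above 3 for both tubulin-high and condensed-nucleus cell shares, with cell loss under 80%, at 10 µM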;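 further: anti alpha tubulin signal scored within the nucleus-defined area of each cell; some results filed as inactive read as strong as hits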
Yfh1-depleted yeast – mitochondrial function rescue without frataxin homolog – Friedreich's ataxia, plus single-dose screen, dose response (AID 1465); S. cerevisiae Yfh1-off respiration, WST-1 reduction, 72 h; higher fold induction means a stronger effect; one-dose fold induction at 50 µM; EC50 in µM for titrated hits; actives 0.074% (n = 220,000);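 active means fold induction of absorbance versus untreated yeast above a set limit, then at least 30% activation at any dose in follow-up; inconclusive means repeats straddling the limit, or above it without dose testing; inactive means fold induction below the set limit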;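 further: activators that raise dye reduction in frataxin-depleted yeast; strong numbers were not always called active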
HEK293 NOD2/NF-kB – inhibition of NOD2-driven NF-kB reporter – cell-based, luminescence, uHTS, HEK293 (AID 1566). inhibition, % at 4 µM, or EC50 in µM where a hit was titrated. actives 0.63% (n = 290,000). HEK293 NOD2/NF-kB luciferase reporter, luminescence; higher % means a stronger effect; in the data active means inhibition above about 50%; further: many of its hits are not listed in these tables
Autophagy mod – alters autophagy in cells; AID 463193; MEF GFP-LC3 puncta imaging; test concentration mostly 10 µM; actives 0.98% (n = 190,000); calls only at 10 µM (by protocol);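 active means percentage of spot-positive cells more than 3 SD above its plate mean, without a fluorescence outlier flag or 80% toxicity; inconclusive means no clear call, values can overlap the other calls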;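 further: spot-positive cell cutoff set from DMSO-treated cells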
Dynein cargo inh cytoplasmic EGFP – second read-out of Dynein cargo inh, no call of its own (marks repeat the call); z-score; measured here: cytoplasmic GR-EGFP intensity; hits give high values
Dynein cargo inh nuclear GR-EGFP – further read-out of Dynein cargo inh, marked with its call; z-score; measured here: nuclear GR-EGFP intensity;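 lower value marks the stronger effect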
Dynein cargo inh cell count – further read-out of Dynein cargo inh, marked with its call; z-score; measured here: cell count per field
Insulin prom up cell count – further read-out of Insulin prom up, marked with its call; cell count; measured here: cytotoxicity, nuclei count;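 total cells summed across four imaged fields per well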
bCat nuc transl cell count 5 µM – second read-out of bCat nuc transl, no call of its own (marks repeat the call); cell count; measured here: cell count, cytotoxicity flag
MT stabilize HCS Hoechst-high % – second read-out of MT stabilize HCS, no call of its own (marks repeat the call); % Hoechst-high responders; measured here: nuclear condensation Hoechst responders;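 share of cells brighter than vehicle mean plus two SD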
MT stabilize HCS cytotoxicity % – recorded beside MT stabilize HCS, whose call it bears; toxicity, %; measured here: cytotoxicity by cell density;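 0% = mean cell density of plate MIN control wells and 100% = no cells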
Autophagy mod cell loss 18 h – further read-out of Autophagy mod, marked with its call; toxicity, %; measured here: cell loss, nuclei count;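 cell loss after 18 h compound exposure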
Active calls of the source: *; i = inactive; ? = inconclusive; nt = no result given.

SMILES	Insulin prom up	Insulin prom up cell count	M17LAP inhibition	NOD1 inhibition	Dynein cargo inh	Dynein cargo inh cytoplasmic EGFP	Dynein cargo inh nuclear GR-EGFP	Dynein cargo inh cell count	bCat nuc transl	bCat nuc transl cell count 5 µM	MT stabilize HCS	MT stabilize HCS Hoechst-high %	MT stabilize HCS cytotoxicity %	Yfh1-depleted yeast	HEK293 NOD2/NF-kB	Autophagy mod	Autophagy mod cell loss 18 h
O=C1NCCN(C(=O)CCc2nnc(-c3ccsc3)o2)C1c1ccc(F)cc1 (stereo not given)	1.2	1339	1%	-35%	-0.78	0.072	-0.23	-0.08	-2.6	1158	1.5	1.2	2.3	i	2%	i	12
CC(C)N1CCN(Cc2ccc(C#CC(C)(C)O)cc2)CC1CCO (stereo not given)	nt	nt	-6%	-26%	0.17	-0.23	0.034	0.017	-0.4	1562	2.9	1.4	9.2	i	21%	i	2
CC(C)C(=O)NNC(=O)c1csc(-c2cccs2)n1	nt	nt	14%	4%	0.028	-0.2	0.11	0.75	-0.9	1335	nt	nt	nt	i	-2%	nt	nt
CCCN(CCC)CCCNC(=S)Nc1ccc2nc(N3CCCC3)cc(C)c2c1	-0.61	1156	6%	-19%	-0.36	-0.33	0.29	0.31	1.4	1069	3.1	2.9	4.7	i	-8%	i	-4
Cc1noc(C)c1S(=O)(=O)Nc1ccc(C(=O)NCCc2ccccc2)cc1	-0.13	1604	23%	-5%	-1.3	-0.13	-0.69	1.4	3.5	1380	2.6	5.1	7.1	i	-5%	i	7
O=C(CCCN1C(=O)/C(=C/c2ccccc2)SC1=S)Nc1ccccc1O	-0.7	1194	1%	-35%	-0.33	-0.45	-0.71	3.2	1.9	1113	2.3	2.2	16	i	-6%	i	2
Cc1ccc(NC(=S)N2CCC(N(C)CC3CCCO3)CC2)cc1C (stereo not given)	-0.12	1104	-8%	-26%	0.28	-0.2	0.18	-0.49	1.3	1131	2.2	3.1	5.1	nt	-9%	i	0
CC(C)NC(=O)c1cc(-c2ccc(Br)cc2)on1	-0.5	1230	-2%	-132%	-0.97	-0.24	-0.19	1.2	1.7	764	4.1	3.2	4.9	i	-105%	i	15
COc1ccc(/C=C/CN2CCN(CC(C)C)C(CCO)C2)cc1 (stereo not given)	0.24	1472	5%	-34%	-1.1	-0.3	-0.63	0.32	1.0	1067	2.8	2.0	12	i	-9%	i	19
CCN(CC)CCNC(=O)c1ccc(N)cc1	nt	nt	-3%	-26%	-0.84	-0.28	0.14	0.39	nt	nt	2.6	1.8	6.3	i	15%	i	-48
Cc1cc(C(=O)NNC(=S)NCC2CCCO2)cs1 (stereo not given)	0.41	1540	-1%	2%	-0.041	-0.22	0.52	0.75	-0.3	1359	2.5	2.0	8.4	i	4%	i	-17
CCOc1ccccc1C(=O)N1CCC(C(=O)c2ccc(F)cc2)CC1	nt	nt	3%	-43%	0.29	-0.25	0.1	0.27	-3.7	597	2.8	1.8	2.1	i	-5%	i	-5
CC(Oc1ccccc1)c1ccnn1S(C)(=O)=O (stereo not given)	nt	nt	4%	-34%	0.58	-0.28	0.35	0.051	-1.8	1193	1.4	0.8	4.1	i	7%	i	-3
CCOC(=O)COc1ccc2cc(C(=O)OCC)c(=O)oc2c1	0.75	1478	-71%	-12%	-0.6	-0.32	0.006	0.63	-2.6	1019	3.0	1.6	5.1	nt	16%	i	-30
Cc1ccccc1Cn1cc(NC(=O)c2noc3c2CC(C(C)(C)C)CC3)cn1 (stereo not given)	-0.88	1252	1%	-16%	-0.29	-0.29	-0.17	1.1	-2.1	1410	2.3	2.4	8.0	i	-6%	i	-3
CC(OC(=O)Cc1n[nH]c(=O)c2ccccc12)C(=O)Nc1cccc([N+](=O)[O-])c1 (stereo not given)	0.19	1317	6%	-21%	-0.59	-0.29	0.2	0.59	-1.6	1032	2.2	3.1	5.0	i	12%	i	3
Cc1cc2c(N=NC(=O)CCc3ccccc3)c(O)[nH]c2cc1Br	-0.67	1276	-5%	-27%	1.6	-0.34	0.73	-0.41	0.8	955	5.9	3.8	5.7	i	17%	i	-15
CSc1nc(C)c(C(=O)C[n+]2ccccc2)cc1C#N	-0.29	1398	0%	-1%	-0.033	-0.28	0.033	0.4	-2.3	1102	nt	nt	nt	i	12%	nt	nt
CC1=NNC(=O)C1CC(=O)N/N=C(/C)c1cccc([N+](=O)[O-])c1 (stereo not given)	0	1321	?	-11%	0.043	-0.36	0.19	0.079	-0.1	1022	2.4	2.0	6.6	i	4%	i	6
CC(=O)c1cc(C#N)c(SCC(=O)O)nc1C	-0.14	849	11%	7%	0.27	-0.22	0.2	0.3	nt	nt	1.4	1.2	5.4	i	22%	i	-14
COc1cc2cc(C#N)c(SCC(=O)N3CCOCC3)nc2cc1OC	0.24	1248	13%	-16%	3.4	0.16	2.1	-0.47	-0.3	1211	2.4	2.4	3.9	i	8%	i	-2
Clc1ccc(-c2csc(N3CCOCC3)n2)cc1	-0.08	1203	3%	-39%	-0.22	-0.39	-0.66	0.52	-0.4	1078	2.6	1.2	1.4	i	-70%	i	6
CSc1nncc(-c2ccc(F)cc2)n1	nt	nt	1%	12%	0.61	-0.099	0.34	-1.2	-0.1	1169	2.9	2.2	3.0	i	7%	i	5
COc1ccc(C(NC(=O)C(C)(C)C)NC(=O)C(C)(C)C)cc1	nt	nt	-6%	-19%	-0.69	-0.21	-0.12	0.13	8.5	435	2.8	1.7	2.7	i	-62%	i	-6
c1ccc(Oc2cccc(OCCn3cncn3)c2)cc1	0.65	1320	-4%	-8%	-0.91	-0.23	-0.22	-0.011	-0.8	1125	3.3	1.5	30	i	2%	i	1
CCc1[nH]nc(C(=O)N2CCCC(CNS(=O)(=O)c3cccs3)C2)c1C (stereo not given)	-0.01	1549	15%	-28%	-0.64	-0.0085	-0.22	0.19	1.6	1061	2.0	1.6	2.1	i	23%	i	3
CCc1nnc(N2C(=N)SCC2=O)s1	0.26	1460	11%	-25%	0.056	-0.32	0.14	0.85	-2.5	1042	3.0	2.3	5.9	i	-11%	i	-1
N#CCc1c(C#N)c(N)nc(N2CCN(S(=O)(=O)c3ccccc3)CC2)c1C#N	nt	nt	-5%	-34%	0.84	-0.21	0.8	0.64	-1.5	1210	3.3	2.2	16	i	3%	i	0
C=CCn1c(CCNC(=O)c2ccccc2F)nnc1SCc1nc2ccccc2c(=O)[nH]1	-0.52	1374	-1%	26%	1.4	-0.21	1.6	-1.1	-4.8	964	2.1	1.3	6.2	i	16%	i	-24
CC(=O)c1ccc(N2CCN(C(=O)c3cc4c(s3)CCCC4)CC2)cc1	-0.7	1545	-1%	-58%	0.99	0.34	1.2	-0.22	-6.5	1068	6.3	2.3	8.0	i	-41%	i	16
CC(=O)N1N=C(c2ccco2)CC1c1ccc(C)cc1 (stereo not given)	-0.18	1419	3%	-32%	1.4	-0.23	0.8	-0.32	-1.1	937	1.4	1.9	6.9	i	-12%	i	-9
O=C1CCCN1CCCNS(=O)(=O)c1ccc(Br)cc1	-0.73	1323	8%	-1%	1.5	-0.33	-0.077	0.39	-1.9	1008	2.8	1.4	13	i	6%	i	-7
O=C(Nc1sc2c(c1C(=O)O)CCCC2)c1cccs1	-0.29	1503	35%	44%	-0.35	-0.22	0.018	0.22	-9.0	1027	8.1	3.7	1.6	i	27%	i	4
Cc1onc(-c2ccccc2)c1C(=O)NC(C)C1CCCO1 (stereo not given)	-0.64	1233	-1%	-14%	0.19	-0.24	0.11	0.61	0.6	1243	4.2	2.5	4.4	i	1%	i	4
COCc1nnc(NC(=O)c2ccc(S(=O)(=O)N(C)C3CCCCC3)cc2)o1	0.58	1554	-16%	12%	-0.39	-0.21	-0.14	-0.47	-4.7	950	4.0	2.9	4.2	i	20%	i	4
COC(=O)CC(NS(=O)(=O)c1cccs1)c1ccccc1Cl (stereo not given)	1.5	1495	-4%	8%	-0.53	1.8	-0.21	0.35	1.3	1003	0.9	2.3	8.2	i	1%	i	4
Cc1cnc(Sc2ncccc2[N+](=O)[O-])nc1	nt	nt	-2%	nt	0.41	-0.29	0.46	0.023	nt	nt	2.0	0.4	25	i	nt	i	0
CC(C)Cn1c(SCC(=O)N2CCCc3ccccc32)nc2ccccc2c1=O	-1.5	961	5%	-2%	-0.67	-0.27	0.11	0.22	-1.0	1274	nt	nt	nt	i	13%	nt	nt

Source: PubChem BioAssay (several laboratories)

An excerpt; count on the stated rates, not on these rows.
